Source: PubChem BioAssay
OX1R antag-1: antagonists of human orexin 1 receptor (OX1R). 1.8% of 330,000 active. inhibition, % at 6.6 µM. Orexin/Hypocretin receptor type 1 (Homo sapiens), O43613. AID 485270, 2010. OX1R-expressing cells, FRET antagonist read-out; in the data active = inhibition mostly above about 38%, no sharp cut-off; inactive = mostly below about 40%;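 also: 0% = agonist challenge alone and 100% = reference antagonist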
Target sequence (O43613 whole entry, looked up): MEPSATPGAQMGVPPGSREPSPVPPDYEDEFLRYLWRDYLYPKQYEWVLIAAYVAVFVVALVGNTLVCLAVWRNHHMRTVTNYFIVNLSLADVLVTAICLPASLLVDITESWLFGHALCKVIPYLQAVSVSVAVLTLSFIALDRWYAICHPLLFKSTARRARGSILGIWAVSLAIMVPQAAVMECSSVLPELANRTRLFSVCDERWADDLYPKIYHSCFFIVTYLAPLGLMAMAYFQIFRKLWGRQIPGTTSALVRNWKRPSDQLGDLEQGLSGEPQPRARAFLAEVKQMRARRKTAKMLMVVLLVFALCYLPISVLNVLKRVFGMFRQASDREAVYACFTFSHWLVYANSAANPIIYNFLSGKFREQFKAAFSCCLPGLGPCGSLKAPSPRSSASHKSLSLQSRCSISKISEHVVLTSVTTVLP
OX1R antag-2: OX1R (HCRTR1) antagonists, primary screen, fluorescence, CHO/OX1R cells, Fluo-8 calcium, orexin A | Orexin/Hypocretin receptor type 1 (Homo sapiens), O43613 | AID 434989, 2010 | inhibition, % at 5 µM | 0.43% of 330,000 active | Fluo-8 calcium fluorescence;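 active = inhibition above its plate's threshold, mean inhibition of all tested compounds on the plate plus 3 SD, cut at about 37% in these data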;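 also: 0% = orexin A challenge wells and 100% = SB-334867-A antagonist wells; not every result past the cut was called active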
An asterisk follows results filed as active.

Fields – OX1R antag-1	OX1R antag-2
COc1ccc(/C=N/NC(=O)Cn2cnc3c2c(=O)n(C)c(=O)n3C)cc1
    4	-16
CC(=O)c1ccc(NC(=O)/C(=C\c2ccccc2)NC(=O)c2ccco2)cc1
    12	-12
CCN(CC)c1ccc(NC(=O)c2ccc(=O)[nH]c2)cc1S(=O)(=O)Nc1ccc(OC)cc1
    23	-12
NS(=O)(=O)c1ccc(CCNC(=O)c2cnccn2)cc1
    19	0
COc1ccc(/C=C/C(=O)OCC(=O)N2CC(=O)Nc3ccccc32)cc1
    25	-11
O=C(O)CCCC(=O)Nc1cc([N+](=O)[O-])ccc1O
    11	-24
CC(=O)c1c(COC(=O)c2cccc(C)c2)nc2ccccc2[n+]1[O-]
    15	-32
O=C(CN(C(=O)CCC(=O)Nc1ccccn1)c1cccc(F)c1)NCc1ccc(F)cc1
    17	-21
CCCN(C(=O)COC(=O)CSc1ccc([N+](=O)[O-])cc1)C1CCS(=O)(=O)C1 (stereo unspecified)
    11	-17
O=C(CN(c1cccc(Cl)c1)S(=O)(=O)c1ccc(Cl)cc1)NCc1ccccn1
    16	-16
O=C(O/N=C1\CCS(=O)(=O)c2sccc21)c1c(F)cccc1F
    13	44*
Cc1noc(C)c1NC(=O)N(C)C[C@H]1Oc2ccc(NC(=O)NC3CCCCC3)cc2C(=O)N([C@H](C)CO)C[C@@H]1C
    3	-12
COc1ccc(/C=C(/C(=O)N2CCCCC2C(=O)O)c2ccc(OC)c(OC)c2)cc1 (stereo unspecified)
    12	-23
Cc1ccc(-c2noc(CNS(=O)(=O)c3ccccc3)n2)cc1
    20	-6
COc1ccccc1-c1c(C(F)(F)F)oc2cc(OS(C)(=O)=O)ccc2c1=O
    26	11
CC(=O)c1ccc(N(CC(=O)NCc2ccc3c(c2)OCO3)C(=O)c2csnn2)cc1
    18	-12
CCOc1ccc2c(c1)ncn2Cc1ccccc1
    7	-12
CC1CCC2C(=O)N(c3ccc(S(=O)(=O)c4ccccc4)cc3)C(=O)C2C1 (stereo unspecified)
    10	-5
COc1ccc(CNC(=O)CCNS(=O)(=O)c2ccc3c(c2)oc(=O)n3C)cc1
    12	-22
COc1ccc(NC(=O)C(c2ccc(OC)cc2)N(Cc2ccco2)C(=O)CC2NC(=O)NC2=O)cc1 (stereo unspecified)
    2	-4

3 entries picked at random from the list so far, as already listed:
Fields – OX1R antag-1	OX1R antag-2
CCOc1ccc2c(c1)ncn2Cc1ccccc1
    7	-12
COc1ccccc1-c1c(C(F)(F)F)oc2cc(OS(C)(=O)=O)ccc2c1=O
    26	11
O=C(O/N=C1\CCS(=O)(=O)c2sccc21)c1c(F)cccc1F
    13	44*

The results go on.
Fields – OX1R antag-1	OX1R antag-2
O=C(COc1ccc2ccccc2c1)NNC(=O)Cc1cccc2ccccc12
    43	12
O=C(COc1ccc2c(-c3ccccc3)cc(=O)oc2c1)NCC(O)c1ccccc1 (stereo unspecified)
    6	-18
Cc1ccc2c(c1)nc(NCCCO)n2C
    15	1
C=CCNC(=O)C12CCC(C)(C(=O)[C@H]1Br)C2(C)C (stereo partly specified)
    9	-21
CSc1cc(-c2ccc(Cl)cc2)[nH]c(=O)c1C#N
    4	-1
CCOc1ccc(NC2OC(C)C(O)C(O)C2O)c([N+](=O)[O-])c1 (stereo unspecified)
    37	-13
N#C/C(=C/c1ccc([N+](=O)[O-])cc1)C(=O)Nc1ccccc1O
    16	2
Cc1cc(NC(=O)OC(C)C)ccc1-c1ccc(NC(=O)OC(C)C)cc1C
    13	-8
C=CCONC(=O)Cc1ccccc1
    3	6
O=C(CNC(=O)c1cccc(F)c1)N/N=C/c1cccc([N+](=O)[O-])c1
    45	-9
CCOC(=O)N1CCN(C(=O)C2CCCN(Cc3nc(-c4ccc(Cl)cc4)oc3C)C2)CC1 (stereo unspecified)
    5	-18
COc1cc(C(C)=O)ccc1OCC(=O)NCCCn1nc(C)cc1C
    1	-9
Cn1ccc(/C=N/N=C2/NC(=O)CS2)n1
    5	-11
c1cc2c(cc1-c1[nH]ncc1CN1C[C@H]3CC[C@H]1C3)OCO2
    13	-14
COc1ccc(CNCC(O)(c2ccc(Cl)cc2)c2ccc(Cl)cc2)cc1
    9	-21
O=[N+]([O-])c1ccc(Cl)c(S(=O)(=O)Nc2cccc(S(=O)(=O)NC3=NCCC3)c2)c1
    23	-5
CC1(C)C(c2cccs2)=NC(c2ccccc2)N1O (stereo unspecified)
    13	-19
O=C(Nc1ccc2nccnc2c1)Nc1ccccc1Cl
    20	-30
Cc1ccc(Nc2ccccc2)nn1
    18	-12
C/C(=N\NC(=O)c1cc(C)[nH]n1)C(C)(C)C
    12	-1
COc1ccc(C(=O)CSc2ccccc2C(=O)O)cc1
    6	-6
CCn1c(C)nc2cc(C(=O)NN=Cc3ccccc3OC(F)F)ccc21
    4	0
COc1ccc(F)cc1CN1CCN(CC(=O)N2CCc3ccccc32)CC1
    10	-20
CCOC(=O)[C@@H]1[C@H]2COc3ccccc3[C@H]2N2C(=O)N(c3cccc(Cl)c3)C(=O)[C@@]12C
    17	-19
CC1CCN(C(=O)CCc2nnc3ccc(NCc4ccco4)nn23)CC1
    7	-12
CCOC(=O)C1CCCN(C(=O)C2CCCN(S(=O)(=O)c3ccc4c(c3)oc(=O)n4C)C2)C1 (stereo unspecified)
    6	-16
CC(C)CC(NC(N)=O)C(=O)Nc1ccc2c(c1)OCO2 (stereo unspecified)
    2	-5
NCCCC[C@H]1CN=C(N)N1CCc1cccc2ccccc12
    21	-3
COc1cc(SC)ccc1C(=O)NCCc1ccccc1
    9	12
CCOC(=O)c1c(NC2OC(=O)c3c2ccc(OC)c3OC)sc(C(=O)OC(C)(C)C)c1C (stereo unspecified)
    10	-18
CC(C)(C)c1ccc(/C=C2\Oc3cc(O)ccc3C2=O)cc1
    2	-18
Cc1cc(C)nc(NS(=O)(=O)c2ccc(NC(=O)CCCN3C(=O)c4ccccc4C3=O)cc2)n1
    20	-13
O=C(NCC(c1ccco1)N1CCc2ccccc2C1)c1cccc(F)c1 (stereo unspecified)
    24	-31
C=CCc1c(C)nc(-c2ccccc2)nc1N/N=C(\C)c1ccccc1
    12	-19
O=C1CCCN1c1ccc(S(=O)(=O)N2CCC(c3ccccc3)CC2)cc1
    4	-11
Cc1ccc(NC(=O)CSc2n[nH]c(-c3ccccn3)n2)cc1
    23	-20
Cn1c(=O)oc2cc(S(=O)(=O)Nc3ccc(Cl)cc3)ccc21
    11	-15
Fc1ccc(C2CC(c3ccco3)n3ncnc3N2)cc1 (stereo unspecified)
    17	-1
CCOC(=O)c1nc2nc(C)cc(=O)n2[nH]1
    0	6
O=C(COc1ccc2c(-c3ccccc3)cc(=O)oc2c1)N[C@H](Cc1c[nH]c2ccccc12)C(=O)O
    20	4
CCCCc1ccc(NC(=S)NCCc2ccc(S(N)(=O)=O)cc2)cc1
    28	-9
O=C(NC1CCCCCC1)C1CCN(C(=O)c2ccc(Cl)cc2)CC1
    5	-12
COc1ccc(CCNC(=O)COC(=O)c2ccc(F)c(S(=O)(=O)N3CCOCC3)c2)cc1
    5	-14
COc1ccc(C2=NN(C(=O)CSc3nccn3C)C(c3ccco3)C2)cc1 (stereo unspecified)
    11	-23
Cc1ccc(-c2nnc(N3CC(C)OC(C)C3)c3ccccc23)cc1 (stereo unspecified)
    16	-33
COc1ccc(-c2cn3c(n2)CCC3)cc1
    20	-9
C=CCCC(=O)N1CCC(n2nccc2NC(=O)c2ccc(OC)cc2)CC1
    7	-8
O=C(Nc1ccc(S(=O)(=O)NCc2ccccc2)cc1)c1ccccc1[N+](=O)[O-]
    18	-6
O=C(CSc1ccc2nnc(-c3ccncc3)n2n1)Nc1ccccc1F
    15	-18
Cc1cccc(C)c1NC(=S)N(CCc1ccncc1)C(C)C
    9	-11

The list continues:
Fields – OX1R antag-1	OX1R antag-2
Cc1cc(N2CCOCC2)ccc1/C=C1/SC(=O)NC1=O
    34	-4
CCC(=O)C1CCCN(C(=O)CCc2nnc(-c3ccc(C(C)=O)s3)o2)C1 (stereo unspecified)
    38*	-14
O=C(O)c1cccc(S(=O)(=O)Nc2ccc(Cc3ccncc3)cc2)c1
    15	4
CC1CCCN(CC(=O)NNC(=O)COc2ccc(Br)cc2)C1 (stereo unspecified)
    4	-16
COc1ccc(C2=NN(C(=O)COC(=O)c3ccc(NC(=O)CC#N)cc3)C(c3ccco3)C2)cc1 (stereo unspecified)
    11	-11
O=C(CN1CCN(Cc2ccc(F)cc2Cl)CC1)NCc1ccccc1
    15	-18
Cc1csc(Sc2ccc([N+](=O)[O-])cc2C(=O)OCC(=O)NC2CCCC(C)C2C)n1 (stereo unspecified)
    5	-30
COc1ccccc1C(=O)Nc1ccc(S(=O)(=O)N2CCOCC2)cc1
    13	-12
CC(C)(C)c1cc(NC(=O)Nc2ccccc2)no1
    1	-14
COc1cc(NC(=O)CN2CCN(S(=O)(=O)/C=C/c3ccccc3)CC2)cc(OC)c1OC
    4	-33

A draw from above in order of SMILES length, lowest first.
Fields – OX1R antag-1	OX1R antag-2
COc1cc(SC)ccc1C(=O)NCCc1ccccc1
    9	12
CCOC(=O)c1nc2nc(C)cc(=O)n2[nH]1
    0	6
O=C1CCCN1c1ccc(S(=O)(=O)N2CCC(c3ccccc3)CC2)cc1
    4	-11

The results go on.
Fields – OX1R antag-1	OX1R antag-2
CCCn1nc(C(=O)OCC(=O)NC(C)c2ccccc2)c2ccccc2c1=O (stereo unspecified)
    5	-23
Cc1cc(C)n(-c2ncnc3ccccc23)n1
    8	-24
CCN(C(=O)CSc1nnc(Cc2ccccc2F)n1N)C1CCS(=O)(=O)C1 (stereo unspecified)
    16	0
C=CCNCCCCOc1ccccc1
    9	5
CCOc1cccc(C(=O)Nc2nccs2)c1
    15	-26
CCCC1CC(C#N)N(N(C)C)C1=C(C#N)C#N (stereo unspecified)
    20	-17
COc1ccc2[nH]c(=O)c(CN(C(C)=O)c3ccc(C)cc3C)cc2c1
    10	-25
COC(=O)/C(=C1/Oc2cc3c(cc2S1)OCO3)C(F)(F)F
    3	-9
CCN1C(=O)[C@H]2[C@@H](c3ccc(Cl)cc3)N3C(=O)CN(CCOC)C(=O)[C@@]3(Cc3ccccc3)[C@H]2C1=O
    13	-2
Brc1ccccc1OCCCN1CCOCC1
    7	-5
Cc1ccc(S(=O)(=O)Nc2ccc3c(c2)nc2n3CCN(Cc3ccccc3)C2)cc1
    10	-2
Fc1ccccc1NC(=S)N(CCN1CCCCC1)Cc1ccco1
    -2	-18
O=C(Nc1ncc2c(n1)CC(c1ccc(Cl)cc1)CC2=O)c1ccco1 (stereo unspecified)
    17	-20
Cc1ccccc1N(CC(=O)NC1CCCC1)C(=O)C1(C)CC(=O)N=C2C=CC(Cl)=CN21 (stereo unspecified)
    20	-17
O=C(NCCc1ccc(Cl)cc1)Nc1ccc(F)cc1
    16	-34
CCOC(=O)c1c(NC(=O)COC(=O)Cn2cnc3c2c(=O)n(C)c(=O)n3C)sc(C)c1CC
    15	-12
Fc1ccc(NCc2nnc(SCc3nnc(-c4ccccc4)o3)n2Cc2ccccc2)cc1
    51	73*
CCOc1ccc2ccccc2c1C1NC(=O)NC(C)=C1C(=O)OCCOC (stereo unspecified)
    25	-28
C=CCC[C@@H](Cc1ccc(F)cc1)C(=O)OC[C@H]1CCCN1C(=O)[C@@H](CC=C)CC(=O)N[C@H](CO)Cc1ccccc1
    10	18
COc1ccc(CN(C)C(=O)c2ccc(Oc3ccccc3)cc2)cc1F
    13	-27
CCOC(=O)c1ccccc1NC(=O)Cn1c(-c2nonc2N)nc2ccccc21
    13	4
O=C(NC1CC1)C1=C[C@H](c2csc3ccccc23)C[C@H](OCc2ccc(CO)cc2)O1
    12	-24
Cc1ccc(C(c2nnnn2C2CCCC2)N2CCc3ccccc32)cc1 (stereo unspecified)
    24	-19
O=C(Nc1ccccn1)c1ccc(-c2ccccc2)cc1
    -8	-7
Cc1ccc(NS(=O)(=O)c2ccc(N/N=C/c3ccncc3)c([N+](=O)[O-])c2)c(C)c1
    17	-23
Cc1cc(NC(=O)c2ccc3c(c2)OCO3)ccc1NC(=O)c1ccccc1
    0	-29
C[C@@H](C(=O)NCC1CC1)[C@@H]1C[C@@]1(C)[C@@H](NC(=O)OCc1ccccc1)c1ccccc1
    28	-35
CCS(=O)(=O)N1Cc2ccccc2CC1C(=O)Nc1ccccc1OC (stereo unspecified)
    5	-21
COC(=NC(C)C)NC(C)C
    5	-5
Cc1ccc(NC(=O)NNC(=O)COc2ccc([N+](=O)[O-])cc2)cc1C
    33	0
CCOc1cc(C2C3=C(CC(C)(C)CC3=O)N(CCOC)C3=C2C(=O)CC(C)(C)C3)ccc1O
    2	-4
Cc1ccc(SCCCCN2CCOCC2)cc1
    1	-21
CCOC(=O)c1nn(-c2ccc(F)cc2)c(=O)cc1OCC(=O)Nc1ccc(F)c(F)c1
    22	-13
COc1cccc(OCC(O)CN2CCC(Cc3ccccc3)CC2)c1 (stereo unspecified)
    16	-30
Cn1c(=NC(=O)COc2ccccc2)sc2cccc(F)c21
    5	-10
Cc1ccc(CN(C)C(=O)c2ccccc2Sc2ccccc2C#N)cc1
    39	-30
Nc1ccc2nc(-c3cccs3)[nH]c2c1
    7	-29
COc1ccc(N2CCN(c3nc(-c4cccs4)nc4ccccc34)CC2)cc1
    18	-67
Cc1ccc2nc(Cl)c(CNCc3ccccc3)cc2c1
    23	-50
COc1ccc(-c2nnc(SCC(=O)Nc3ncc(C(F)(F)F)cc3Cl)n2CC(C)C)cc1
    6	-30
